# MT stabilizer: microtubule stabilizers in HeLa cells. HeLa tubulin immunostaining HCS, 24 h; share of cells brighter than vehicle mean+2SD. % tubulin-high responders, % at 10 µM. 200,000 compounds, 0.83% hits;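 active = plate Z-score above 3 for both tubulin-high and condensed-nucleus cell shares, with cell loss under 80%, at 10 µM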;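 also: anti alpha tubulin signal scored within the nucleus-defined area of each cell; some results filed as inactive read as strong as hits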
# Dynein transport: dynein cargo transport inhibition; AID 1381; 3617.4 mouse cells, GR-EGFP nuclear translocation imaging; test concentration mostly 20 µM; stimulated with dexamethasone, 1 µM; stronger effect = lower value; 220,000 compounds, 0.47% hits; z-score, hits read low;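 active = plate z-score of nuclear minus cytoplasmic receptor signal below a set negative limit, without overly bright fluorescence or cell loss, cut at about -3.5 in these data, passing the limit was not always enough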;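 also: z-score of nuclear minus cytoplasmic ring GR-EGFP intensity difference per well; some compounds called inactive have numbers as strong as hits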
#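 medium = tetracycline-free induction medium containing charcoal-stripped FBS | probe or stimulus = dexamethasone, 1.0 µM final | timing = 48 h induction, then 1 h compound, then 30 min agonist, 37 °C | detection = automated 10x imaging of fixed Hoechst-stained cells | read-out basis = nuclear versus cytoplasmic GR-EGFP signal, averaged per well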
# CSM14.1 death rescue: protection against thapsigargin-triggered cell killing – 384-well, CSM14.1, ATP luminescence, primary screen (AID 1222); CSM14.1 thapsigargin-induced death rescue, ATP luminescence; higher % means a stronger effect; one-dose cellular ATP content (survival), % at 20 µM; EC50 in µM for titrated hits; 190,000 tested, under 10 active;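 active = EC50 below 50 µM in the dose-response confirmation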;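 also: death triggered by thapsigargin at about 15 µM added after 2 h compound pretreatment; cell ATP read after overnight thapsigargin exposure of roughly 18 to 22 hours; normalized against plate controls of thapsigargin alone and 5% DMSO vehicle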
# Autophagy mod: alters autophagy in cells; MEF GFP-LC3 puncta imaging; test concentration mostly 10 µM; 190,000 compounds, 0.98% hits; AID 463193; calls only at 10 µM (by protocol);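 active = percentage of spot-positive cells more than 3 SD above its plate mean, without a fluorescence outlier flag or 80% toxicity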;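 also: spot-positive cell cutoff set from DMSO-treated cells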
# Insulin prom up: MIN6 insulin promoter up-regulation | AID 1625 | MIN6 insulin promoter-GFP reporter, high-content imaging; stronger effect = higher value | z-score at 5 µM | 190,000 compounds, 0.3% hits;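 active = z-score above 3 at 5 µM with at least 500 cells counted in the well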
# Lipid droplet: modulators of hepatic lipid droplet formation | AML12 mouse hepatocytes, oleate lipid droplets, BODIPY imaging | inhibition, % at 6.5 µM | 240,000 compounds, 0.4% hits | AID 1656;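 active = lipid droplet intensity inhibited by at least 50%, with more than 500 cells counted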
#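 material = mouse AML12 hepatocyte cell line, fixed after treatment | also added = 100 µM oleic acid challenge | doses = compound at 6.5 µM only | schedule = overnight exposure | technique = Image-based BODIPY and DAPI two-channel analysis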
# bCat nuc transl: beta-catenin nuclear translocation modulation. AID 1665. 190,000 compounds, 0.3% hits. HeLa beta-catenin nuclear translocation, immunofluorescence imaging. nuclear translocation activity, % at 5 µM;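 active = nuclear translocation activity above 50% at 5 µM, with a well cell count of 50 or more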;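 also: per-cell ratio of nuclear to cytoplasmic median beta-catenin stain intensity; plate controls were DMSO negative control for no effect and GSK-3 inhibitor IX positive control for full effect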
#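 System: HeLa cells, endogenous beta-catenin; compound dosing: 5 µM primary single dose, 0.1% DMSO, 0.02–20 µM confirmation series; incubation: 24 h compound exposure at 37°C, 5% CO2; signal: beta-catenin immunofluorescence imaging with DAPI; evaluation: % activation, nuclear-to-cytoplasmic median beta-catenin signal ratio per cell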
# PhoP inhibition: PhoP-dependent GFP reporter repression – Salmonella Typhimurium, primary screen (AID 1863) | 300,000 compounds, 0.16% hits | one-dose inhibition, % at 50 µM; IC50 in µM for titrated hits | S. Typhimurium PhoP-regulated promoter GFP reporter, 4 h; higher % means a stronger effect;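 active = inhibition over 29.93%, a cutoff 3 SD above the screen mean, later confirmed by dose response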;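 also: 0% = low Mg2+ inducing control and 100% = high Mg2+ repressing control; strong numbers were not always called active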
# T cell modulator: T cell immune modulators affecting CD8 T cell-vesicle binding; 2C CD8+ T cell-vesicle binding, flow cytometry; stronger effect = lower value; calls only at 7 µM; 330,000 compounds, 0.068% hits;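 active = response, share of CD8 T cells binding vesicles, and their 90th percentile fluorescence all below set limits, cut at about 80% in these data, passing the limit was not always enough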
#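 System: murine 2C transgenic CD8+ T lymphocytes; also added: QL9-loaded Drosophila micro-vesicles; times: binding 1.5 h at 37 °C; measured by: flow cytometry, PE anti-B7-1 (FL2) versus Alexa647 anti-CD8 (FL8), PFA-fixed; control set: Peptide-free naked vesicles (low) and QL9 vesicles with 0.7% DMSO vehicle (high)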
# Dynein transport cytoplasmic EGFP: second read-out of Dynein transport, no call of its own (marks repeat the call); z-score; measured here: cytoplasmic GR-EGFP intensity; stronger effect = higher value
# Dynein transport nuclear GR-EGFP: second read-out of Dynein transport, no call of its own (marks repeat the call); z-score; measured here: nuclear GR-EGFP intensity;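 lower value marks the stronger effect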
# Dynein transport cell count: also measured in Dynein transport; calls as there; z-score; measured here: cell count per field
# Insulin prom up cell count: recorded beside Insulin prom up, whose call it bears; cell count; measured here: cytotoxicity, nuclei count;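 total cells summed across four imaged fields per well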
# Lipid droplet cells 6.5 µM: also measured in Lipid droplet; calls as there; cell count; measured here: cell count, cytotoxicity flag;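 cells counted across two imaged fields per well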
# bCat nuc transl cell count 5 µM: also measured in bCat nuc transl; calls as there; cell count; measured here: cell count, cytotoxicity flag
# T cell modulator vesicle-bound %: also measured in T cell modulator; calls as there; double positive events, %; measured here: CD8+ vesicle-bound cell fraction;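 binding gate set so that unloaded-vesicle control wells show 10% double positive cells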
# MT stabilizer Hoechst-high %: second read-out of MT stabilizer, no call of its own (marks repeat the call); % Hoechst-high responders; measured here: nuclear condensation Hoechst responders;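 share of cells brighter than vehicle mean plus two SD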
# MT stabilizer cytotoxicity %: second read-out of MT stabilizer, no call of its own (marks repeat the call); toxicity, %; measured here: cytotoxicity by cell density;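 0% = mean cell density of plate MIN control wells and 100% = no cells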
# Autophagy mod cell loss 18 h: recorded beside Autophagy mod, whose call it bears; toxicity, %; measured here: cell loss, nuclei count;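 cell loss after 18 h compound exposure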
# An asterisk follows results filed as active; i = inactive; x = not tested or not shown.
SMILES,MT stabilizer,MT stabilizer Hoechst-high %,MT stabilizer cytotoxicity %,Dynein transport,Dynein transport cytoplasmic EGFP,Dynein transport nuclear GR-EGFP,Dynein transport cell count,CSM14.1 death rescue,Autophagy mod,Autophagy mod cell loss 18 h,Insulin prom up,Insulin prom up cell count,Lipid droplet,Lipid droplet cells 6.5 µM,bCat nuc transl,bCat nuc transl cell count 5 µM,PhoP inhibition,T cell modulator,T cell modulator vesicle-bound %
O=C(c1noc2c1CCCC2)N1CCN(c2ccccc2)CC1,7.0,2.8,3.6,-0.49,-0.147,-0.0132,0.0106,-1.4%,i,-7.0,-0.5,1150,10.9,728,-0.7,1070,0.9%,i,56.9
Cc1ccc(S(=O)(=O)N2CCC(=O)N(CCOCc3ccc(Cl)cc3)CC2)cc1,2.4,1.6,3.4,-0.261,-0.259,0.347,0.0863,-1.3%,i,-13.8,-0.97,1189,-14.7,747,x,x,6.6%,x,x
COc1cccc(NC(=O)Nc2cccn(Cc3ccccc3)c2=O)c1,3.0,2.7,4.7,-0.153,-0.233,-0.911,0.664,-0.8%,i,-0.2,-0.7,1633,x,x,0.8,1383,5.3%,i,5.8
CCn1c2ccccc2c2cc(NC(=O)Nc3ccc([N+](=O)[O-])cc3C)ccc21,x,x,x,0.193,-0.196,0.697,-1.32,x,x,x,-0.69,1072,-2.0,695,0.0,1355,-8.6%,x,x
O=c1c2nnn(-c3cccc(F)c3)c2ncn1Cc1ccccn1,5.1,2.0,6.9,0.0452,-0.35,-0.0619,0.278,x,i,1.2,0.76,1084,3.8,719,-1.9,994,3.6%,i,32.0
CCC(C)NC(=O)c1ccc(CSc2nc3ccncc3n2Cc2ccc(F)cc2)cc1 (stereo unspecified),5.1,2.6,5.9,-0.138,-0.249,0.617,0.382,13.0%,i,1.8,-0.49,1356,-4.3,741,-2.1,504,3.5%,i,19.7
Cc1cc2c(cc1C)C(=O)NC(C)(C)C2,2.5,3.4,11.3,-0.0558,-0.238,0.253,0.944,0.6%,i,-2.0,0.53,1294,0.4,800,1.0,1204,5.2%,i,13.6
CCOc1cccc(CNCCO)c1OCc1ccc(Cl)cc1,2.8,3.5,4.2,0.364,-0.148,1.45,-1.11,-4.1%,i,7.4,x,x,-0.1,529,0.9,991,6.8%,i,42.6
CC(C)c1ccc(NC(=S)NCc2cccs2)cc1,0.9,1.7,25.6,1.31,-0.265,0.429,0.142,-0.2%,i,-1.7,0.1,957,1.6,794,x,x,2.7%,i,30.3
COc1ccccc1NCC(=O)N/N=C/C=C/c1ccccc1,2.4,1.7,6.0,-0.225,-0.215,0.0151,0.107,0.6%,i,-16.0,0.11,1476,13.6,652,-0.1,1069,3.0%,i,58.7
COc1ccccc1N1CCN(C(=O)c2ccncc2)CC1,1.3,1.9,11.6,0.908,-0.178,0.632,-0.876,-1.0%,i,14.4,-0.1,1413,x,x,4.7,1161,24.8%,i,26.2
O=C(COc1ccc2c(c1)OCO2)NC12CC3CC(CC(C3)C1)C2,2.6,0.2,74.7,-0.209,-0.064,-0.135,-0.347,-3.1%,i,3.8,-1.32,1268,10.4,702,x,x,-6.6%,i,29.6
Cc1cc(C(=O)N/N=C/c2cccnc2)cs1,2.9,2.7,4.4,-0.666,-0.317,-0.64,0.693,-7.4%,i,20.4,-0.32,1326,1.0,687,-2.8,586,-4.1%,i,43.8
Cc1cc2ncn(CS(C)(=O)=O)c2cc1C,1.0,1.1,0.8,-0.226,-0.139,0.0919,0.516,1.4%,i,-4.2,-0.35,1553,25.0,729,-0.3,1078,-1.5%,i,14.8
CCOc1ccc(NS(=O)(=O)c2ccc3c(c2)CCN3C(=O)C2CCC2)cc1,1.4,2.2,12.5,1.7,-0.215,0.811,-1.09,-2.0%,i,-3.5,x,x,0.1,739,-6.2,1230,2.9%,i,42.5
CCOC(=O)N1CCN(C(=O)CN(Cc2ccc(Cl)cc2)S(=O)(=O)c2ccccc2)CC1,2.3,1.8,10.0,0.021,-0.207,0.852,0.677,0.0%,i,-34.0,-1.82,1267,x,x,-1.9,844,0.5%,i,9.5
CS/C(=C\C(=O)c1ccco1)Nc1ccccc1Cl,x,x,x,-0.104,-0.263,0.465,0.587,x,x,x,0.34,865,6.8,764,0.8,1348,-2.1%,i,28.6
O=C(NCc1ccccn1)c1cccn1-c1ncc(C(F)(F)F)cc1Cl,5.0,2.7,7.4,0.137,-0.336,0.225,0.282,-0.3%,i,-8.5,0.31,1121,x,x,-0.1,1082,-6.2%,i,61.0
CCN(CC)S(=O)(=O)c1ccc(O)c(NC(=O)c2ccc(N3CCOCC3)c([N+](=O)[O-])c2)c1,1.5,4.0,6.1,-0.714,-0.289,-0.418,0.0792,-0.4%,i,-4.8,-0.41,1401,2.0,648,x,x,-14.9%,i,54.8
Cc1cccc(CN2CCN(C(=O)c3ccccc3F)CC2)c1,3.4,1.7,4.6,-0.813,-0.226,-0.687,-0.137,-0.9%,i,-11.3,0.46,1247,-3.2,737,x,x,-5.0%,i,38.5
COc1ccc(CC(=O)Nc2cc(Cl)ccc2C(=O)O)cc1,3.3,2.0,5.3,-0.215,-0.358,-0.192,1.04,6.4%,i,4.7,0.32,1317,20.3,686,0.1,1546,2.3%,i,51.2
COc1ccc(OC)c(NC(=O)Nc2ccccc2C)c1,2.7,1.7,7.5,0.332,-0.309,0.332,-0.26,-1.4%,i,2.8,-0.79,938,1.7,792,-2.3,1107,-6.9%,i,18.0
O=S1(=O)CCC(NS(=O)(=O)/C=C/c2ccccc2)C1 (stereo unspecified),2.5,1.8,6.0,-0.956,-0.2,-0.419,0.41,0.4%,i,-5.1,0.14,1864,-7.0,714,0.2,1081,2.8%,x,x
Cc1cccc(C)c1NC(=O)CSc1nnc(-c2ccncc2)n1Cc1ccco1,2.1,2.9,17.1,1.97,-0.43,0.62,-0.473,0.3%,i,-38.9,0.91,996,x,x,-3.4,1145,3.0%,i,20.2
CC(C)CCNc1nc2c(cc1C#N)COC(C)(C)C2,3.6,1.6,6.4,-0.347,-0.231,-0.317,0.455,-2.5%,i,0.1,-0.3,1338,3.7,667,x,x,5.9%,i,26.5
O=C(Nc1nnc(C(F)(F)F)s1)c1c(F)cccc1F,x,x,x,0.197,-0.235,-0.158,-0.0595,x,x,x,-0.16,1386,0.8,788,-3.0,1199,2.2%,i,60.9
O=C(Nc1cccc2ccccc12)N1CCN(Cc2ccccc2)CC1,3.4,4.9,3.8,-0.631,-0.159,-0.0964,0.442,1.1%,i,-9.4,-1.36,1077,x,x,-7.3,989,1.9%,i,41.4
Cn1cccc1Cc1nnc(SCC(=O)NCc2ccccc2)n1-c1ccc(F)cc1,3.6,2.8,4.5,-0.602,-0.229,-0.154,1.08,-0.8%,i,-6.3,0.09,943,x,x,-6.5,1163,5.0%,i,64.5
O=C(NCC1CCCO1)c1csc(Nc2cccc3ccccc23)n1 (stereo unspecified),2.0,1.6,2.9,0.575,-0.208,0.033,-0.522,-0.4%,i,1.6,-1.8,1598,3.7,556,2.3,1548,6.3%,i,2.8
O=C(O[C@@H]1OC2COC(=O)c3cc(O)c(O)c(O)c3-c3c(cc(O)c(O)c3O)C(=O)O[C@@H]([C@H]1O)[C@@H]2O)c1cc(O)c(O)c(O)c1,1.7,1.8,7.5,-0.407,-0.29,0.171,0.685,-0.7%,i,7.5,0.85,1091,-1.6,734,1.9,455,-5.2%,i,17.4
Cc1cc(C(=O)CSc2cccc[n+]2[O-])c(C)n1-c1ccc(Br)cc1,3.6,3.1,4.2,-0.151,-0.372,0.161,0.278,-0.1%,i,-1.5,-0.88,987,7.8,664,3.9,930,-6.7%,i,50.3
C/C(=C\C(=O)c1ccccc1)Nc1ccc(Cl)c(Br)c1,3.0,1.7,5.0,0.598,-0.204,-0.00462,0.0641,x,i,-20.9,x,x,x,x,x,x,x,i,52.4
O=C(N1CCOCC1)N1CCOCC1,3.7,2.6,4.1,-0.289,-0.232,-0.114,0.669,1.0%,i,15.2,1.3,1333,x,x,-2.4,872,5.8%,i,29.7
O=C(Nc1cnn(Cc2ccc(Cl)cc2Cl)c1)c1cc(-c2cccs2)on1,7.2,2.2,14.1,0.321,0.106,-0.0268,0.569,0.6%,i,15.2,-0.43,1700,x,x,1.2,1291,3.3%,i,19.4
Cc1nn(Cc2ccc(F)cc2)c2sc(C(=O)Nc3ccccc3N3CCOCC3)cc12,6.7,1.4,5.8,-0.0989,-0.228,0.106,1.03,-0.5%,i,16.9,-0.45,1257,-4.6,684,-0.9,1107,19.4%,i,34.4

# Bioassay records (PubChem BioAssay)
